Bioassay records (PubChem BioAssay)
TNAP activation fold: human TNAP enzyme activators, primary screen, biochemical, luminescent, no phosphate acceptor, uHTS (AID 1001) | purified TNAP, luminescent activation assay, no phosphate acceptor; higher activation fold means a stronger effect | activation fold at 20 µM; hits with a dose series show EC50 in µM | 200,000 tested, 0.03% active; in the data active means activation fold from about 3, or a potency from the dose series; inactive means the rest, 99 in 100 with activation fold below about 1.6; further: many of its hits are not listed in these tables
SV40 large T antigen: TAg ATPase/helicase activity blockers – biochemical (AID 1903); SV40 large T antigen ATPase/helicase inhibition assay; higher % means a stronger effect; one-dose inhibition, % at 20 µM; IC50 in µM for titrated hits; 310,000 tested, 0.39% active; in the data active means a potency from the dose series; inconclusive means inhibition mostly from about 32% at the one dose, without a potency; inactive means the rest, 99 in 100 with inhibition below about 32%; further: strong numbers were not always called active
CSM14.1 death rescue: rescue of cells from ER stress-induced death, primary screen, 384-well, CSM14.1, thapsigargin, ATP luminescence (AID 1222). CSM14.1 thapsigargin-induced death rescue, ATP luminescence; higher % means a stronger effect. cellular ATP content (survival), % at 20 µM, or EC50 in µM where a hit was titrated. 190,000 tested, under 10 active;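 active means EC50 below 50 µM in the dose-response confirmation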;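 further: death triggered by thapsigargin at about 15 µM added after 2 h compound pretreatment; cell ATP read after overnight thapsigargin exposure of roughly 18 to 22 hours; normalized against plate controls of thapsigargin alone and 5% DMSO vehicle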
West Nile virus CPE: West Nile virus antiviral activity, cell-based, CPE readout (AID 1621); 290,000 tested, 0.02% active; West Nile virus-infected cells, CPE inhibition; higher % means a stronger effect; CPE inhibition, % at 10 µM, or IC50 in µM where a hit was titrated; in the data active means a potency from the dose series; inconclusive means CPE inhibition mostly from about 3.7% at the one dose, without a potency; inactive means the rest, 99 in 100 with CPE inhibition below about 2.2%; further: strong numbers were not always called active
Salmonella PhoP GFP: PhoP-dependent GFP reporter repression – Salmonella Typhimurium, primary screen (AID 1863) | 300,000 tested, 0.16% active | inhibition, % at 50 µM; hits with a dose series show IC50 in µM | S. Typhimurium PhoP-regulated promoter GFP reporter, 4 h; higher % means a stronger effect;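 active means inhibition over 29.93%, a cutoff 3 SD above the screen mean, later confirmed by dose response; inconclusive means inhibition over 29.93% but no dose response follow-up; inactive means inhibition at most 29.93% or unconfirmed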;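 further: 0% = low Mg2+ inducing control and 100% = high Mg2+ repressing control; strong numbers were not always called active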
human PMI inhibitors: MPI inhibition at elevated mannose 6-phosphate – biochemical, fluorescence intensity, high mannose 6-phosphate, primary screen (AID 1220). recombinant PMI enzyme, coupled fluorescence intensity; higher % means a stronger effect. inhibition, % at 20 µM, or IC50 in µM where a hit was titrated. 190,000 tested, 0.66% active
Insulin prom up: MIN6 insulin promoter up-regulation; MIN6 insulin promoter-GFP reporter, high-content imaging; stronger effect = higher value; z-score at 5 µM; 190,000 tested, 0.3% active; AID 1625;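 active means z-score above 3 at 5 µM with at least 500 cells counted in the well; inconclusive means wells under 500 cells, flagged as cytotoxic or low count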
RSV CPE inhibition: RSV antiviral activity via CPE protection, HEp-2 cells, primary 10 µM value included (AID 2391); 310,000 tested, 0.13% active; HEp-2 cells, RSV-induced CPE inhibition; higher % means a stronger effect; one-dose CPE inhibition, % at 10 µM; IC50 in µM for titrated hits; in the data active means a potency from the dose series; inconclusive means CPE inhibition mostly from about 23% at the one dose, without a potency; inactive means the rest, 99 in 100 with CPE inhibition below about 21%; further: strong numbers were not always called active
human PMI inhibition: inhibitors of human PMI, primary screen, biochemical, fluorescence intensity, coupled assay (AID 1209); purified PMI enzyme, coupled fluorescence intensity; higher % means a stronger effect; inhibition, % at 20 µM; hits with a dose series show IC50 in µM; 190,000 tested, 0.42% active;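 further: plate controls were DMSO vehicle for no effect and wells lacking substrate for full effect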
Insulin prom up cell count: further read-out of Insulin prom up, marked with its call; cell count; measured here: cytotoxicity, nuclei count;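 total cells summed across four imaged fields per well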
An asterisk follows results filed as active; u = inconclusive; x = not tested or not shown. Unless noted, no stated cut-off is given here; in the data, active means inhibition above about 50%; inactive means the rest.

The line under a structure holds: CSM14.1 death rescue, SV40 large T antigen, Salmonella PhoP GFP, TNAP activation fold, RSV CPE inhibition, human PMI inhibitors, Insulin prom up, Insulin prom up cell count, human PMI inhibition, West Nile virus CPE
> CCCCn1cnc2c([nH]c3cc(OC)ccc32)c1=O
  3.1%, 6%, -3%, 1.2, -2.0%, -2%, -0.58, 1601, 8%, -0.4%
> Cc1cc(C)nc(SCc2nnc(SCC#N)n2-c2cccc(Cl)c2)n1
  -1.6%, 21%, 3%, 1.2, 10%, 1%, -0.48, 1182, -5%, -0.6%
> CCOC(=O)Cn1c(CN(Cc2ccccc2)Cc2ccccc2)nc2c1c(=O)[nH]c(=O)n2C
  0.0%, 3%, -2%, 1.1, 3.0%, 9%, x, x, 8%, 1.1%
> O=C(COc1ccccc1Cl)NCCNC(=O)c1cnccn1
  x, 11%, -2%, x, 1.6%, x, x, x, x, 0.1%
> CN(CCc1ccccn1)C(=O)CCC1CCCN(C(=O)NC2CCCCC2)C1 (centres undefined)
  -0.4%, -2%, -9%, 1.1, -1.1%, -2%, 0.34, 1397, 9%, -1.5%
> COc1cc(/C=N/NC(=O)C(N)=O)ccc1OC(=O)c1cccs1
  0.4%, 6%, -1%, 1.2, -2.1%, -1%, -0.14, 1256, -2%, 1.9%
> CC1CCN(C(=S)Nc2ccc(F)cc2)CC1
  -1.5%, 6%, 2%, 1.1, 2.4%, -10%, -0.28, 1371, -15%, 0.1%
> COc1ccc(N2C(=O)C(Cl)=C(NCc3ccccc3)C2=O)cc1
  -1.1%, 7%, 2%, 1, 0.1%, 2%, -0.51, 879, -5%, -0.2%
> CC(C)CC(NS(=O)(=O)c1cccc(C(=O)O)c1)C(=O)O (centres undefined)
  0.2%, 13%, -2%, 1, -0.9%, -16%, -0.11, 1198, -22%, 0.1%
> CCN(C(=O)COC(=O)COc1ccc2c(C)cc(=O)oc2c1)C1CCS(=O)(=O)C1 (centres undefined)
  -1.1%, 9%, 4%, 1.1, -0.6%, 3%, 0.04, 1253, 0%, 0.0%
> CC(Oc1ccccc1)c1ccnc(N)n1 (centres undefined)
  -0.8%, 2%, 3%, 1, 0.1%, 0%, -0.45, 1390, 2%, 0.5%
> CCc1ccccc1N(CC(=O)N1CCN(c2ccc(F)cc2)CC1)S(C)(=O)=O
  4.0%, 6%, 2%, 1.1, -0.3%, -6%, -1.1, 1291, -5%, -1.1%
> O=C(COC(=O)c1ccccn1)Nc1ccccc1OC(F)F
  2.8%, 8%, 10%, 1.1, -1.5%, -6%, -0.02, 1424, -6%, 0.8%
> CC1(C)C(=O)NCCN1C(=O)c1ccc2nc(Cc3ccccc3F)oc2c1
  x, 5%, -4%, x, 0.9%, x, x, x, x, -1.1%
> O=C(Nc1ccc(Cl)c(Cl)c1)Nc1nc(-c2ccccc2)cs1
  -2.3%, 5%, 22%, 1, u, -2%, x, x, 0%, -0.6%
> COc1ccc(N2CCN(C(=O)c3ccccc3F)CC2)c([N+](=O)[O-])c1
  x, 19%, 1%, x, 2.7%, x, -0.43, 1138, x, 0.4%
> COC(=O)CSc1ncccc1-c1nc2ccccc2[nH]1
  x, 5%, 12%, 1.1, 0.4%, -10%, x, x, 7%, -0.3%
> Cc1cccc(Cn2nc(C)c(NC(=O)c3ccc(F)cc3)c2C)c1
  1.3%, 9%, 2%, 1.1, 1.8%, -6%, 0.14, 1200, -10%, -0.5%
> Cc1ccc(-n2nc(C)cc2NC(=O)CC#N)cc1
  x, 11%, -2%, 1.1, -0.2%, 11%, 0.41, 1131, 1%, -0.5%
> CCOC(=O)c1c(CSc2ccccc2)n(C)c2cc(Br)c(OCC(O)CNC(CO)(CO)CO)cc12 (centres undefined)
  1.4%, -5%, -6%, 1.1, -2.2%, 9%, -0.33, 1105, 16%, -1.9%
> O=C(NCCOc1ccccc1)C1CCCN1C(=O)c1cccs1 (centres undefined)
  x, 4%, -1%, x, 4.1%, x, x, x, x, 0.3%
> Clc1ccc(Oc2nc(Oc3ccc(Cl)cc3)nc(N3CCOCC3)n2)cc1
  -1.9%, 12%, 11%, 1.1, 1.8%, 6%, -0.02, 1572, 6%, 0.5%
> COC(=O)c1ccc(NC(=O)c2ccc(F)cc2)o1
  0.4%, 9%, -5%, 1, 7.9%, 3%, 0.12, 1250, 3%, 0.2%
> CCOc1ccc2[nH]c(=O)c(CN(Cc3ccc(F)cc3)C(=O)c3ccco3)cc2c1
  2.2%, 5%, -1%, 1, 0.1%, 4%, 0.1, 1437, -17%, 0.2%
> COc1ccc(C2NC3=C(CCCC3)C(C#N)(C#N)C2(C#N)C#N)cc1 (centres undefined)
  -1.6%, 15%, -17%, 1.1, 3.5%, 40%, 0.68, 1175, 8%, -0.5%
> O=[N+]([O-])c1cccnc1Oc1cccnc1
  x, 10%, -7%, x, -0.5%, x, 0.02, 1074, x, -0.1%
> O=C(CN(c1cccc(Cl)c1)S(=O)(=O)c1ccc(Cl)cc1)NCc1ccccn1
  x, -2%, -2%, x, 0.1%, x, x, x, x, -1.2%
> COc1cccc(-c2cc(C(=O)NCC3CCCO3)c3ccccc3n2)c1 (centres undefined)
  -3.5%, 5%, -4%, 1, 0.9%, 7%, 0.91, 1406, 7%, -0.2%
> COc1ccc(CCNC(=O)c2ccc(N3CCCC3=O)cc2)cc1
  -1.0%, 17%, 21%, 1.1, -0.1%, 4%, -0.15, 994, 0%, -0.4%
> c1ccc2c(c1)nc1n2CCN1
  1.7%, 4%, 6%, 0.9, 2.2%, 1%, 0.09, 1070, 0%, 1.3%
> Cc1cc(=O)oc2cc(OCC(=O)OCC(=O)NC(C)C)ccc12
  -0.3%, 8%, 5%, 1.1, 1.1%, -3%, x, x, -4%, -0.1%
> CC(=O)C1=C(O)C(=O)N(c2ccccn2)C1c1cccc(F)c1 (centres undefined)
  x, 3%, 3%, x, 2.9%, x, x, x, x, 0.2%
> O=c1[nH]ncc(NCCCO)c1Cl
  -4.4%, 3%, 7%, 1.1, 1.9%, -2%, x, x, 6%, -0.1%
> O=C(CCn1nnc2ccccc21)Nc1nnc(COc2ccccc2F)s1
  -0.4%, 6%, 4%, 1, 2.0%, -4%, 0.02, 900, -2%, 0.5%
> COc1ccc(CCNC(=O)c2cc3c(C)nccc3[nH]c2=O)cc1OC
  -4.1%, 15%, 3%, 1.1, -2.5%, 10%, 0.16, 1231, 9%, 0.2%
> Cc1ccc(Nc2cc(C)nc(N3CCOCC3)n2)cc1
  -1.1%, 9%, 0%, 1, 3.0%, 13%, 1.7, 1379, 10%, 0.1%
> O=C(CCc1nnc(CCC2CCCCC2)o1)NCCn1cccn1
  0.1%, 0%, -2%, 1.1, -1.2%, 6%, -0.12, 1471, 11%, 0.1%
> CCOc1ccc(S(=O)(=O)Nc2cc(OC)c(OC)cc2C(=O)O)cc1
  0.7%, 1%, -11%, 1.1, 1.6%, -3%, -0.11, 902, 7%, 0.2%
> CCOC(=O)/C(N=Nc1sc(C(=O)OC)c(C)c1C(=O)OCC)=C(\O)CCl
  -4.0%, 4%, -13%, 1.3, 1.8%, -14%, 0.44, 1458, -15%, 0.1%
> CCC(Sc1nc2ccsc2c(=O)n1Cc1ccc(C(=O)O)cc1)C(=O)Nc1ccc(C)c(Cl)c1 (centres undefined)
  x, 6%, -5%, x, u, x, x, x, x, 1.1%
> COc1ccc(S(=O)(=O)N2CC(C)OC(C)C2)cc1C(=O)N1CCCCC1 (centres undefined)
  x, -6%, -2%, x, 0.2%, x, x, x, x, 0.2%
> Cc1ccc2c(c1)-c1c(ssc1=S)C(C)(C)N2C(=O)c1ccco1
  0.1%, 4%, 6%, 1, -0.1%, 16%, -0.88, 651, 48%, 0.6%
> CN1CCN(C(=O)c2cc(=O)c3cc(Cl)ccc3o2)CC1
  x, 6%, -4%, x, 0.8%, x, x, x, x, 0.0%
> Cc1ccccc1C(=O)Nc1cccc(NC(=S)NC(=O)c2cccs2)c1
  -1.0%, 0%, -1%, 0.9, 1.1%, 5%, 0.6, 1629, 12%, 0.5%
> COC(=O)c1ccccc1NC(=O)C1CCCN(S(=O)(=O)c2ccccc2)C1 (centres undefined)
  0.9%, 4%, 4%, 1.1, 0.7%, 16%, -0.13, 1357, 19%, -0.3%
> O=C(COC(=O)CCSc1ccc(Cl)cc1)NCCc1ccccc1
  4.0%, 14%, -10%, 1.2, 1.3%, 11%, -0.36, 1481, 9%, -0.4%
> Cc1ccc(S(=O)(=O)N(C)CC(O)Cn2c3ccccc3c3ccccc32)cc1 (centres undefined)
  -2.8%, 5%, 0%, 1.1, -3.9%, 25%, 0.59, 1849, 25%, -0.7%
> CC1CCCN(Cc2cccc(Oc3ccccc3)c2)C1 (centres undefined)
  -1.2%, 5%, 0%, 1, -2.7%, 4%, -0.83, 1699, 0%, -0.5%
> COc1cc(/C=C(/C#N)C(=O)NCCCc2ccccc2)ccc1OCC(=O)O
  x, 11%, -7%, x, 1.6%, x, x, x, x, 0.2%
> COc1ccc(OC)c(/C=N/N2CCN(c3ccc(Cl)cc3)CC2)c1
  x, 2%, -1%, x, -1.9%, x, x, x, x, -0.6%
> Cc1ccc(NC(=O)CSc2nc(-c3ccco3)cc(C(F)(F)F)n2)cc1C
  0.5%, 4%, -1%, 1.1, 1.0%, 3%, x, x, 0%, 1.5%
> Cc1cccc(Nc2ncc3c(n2)CC(C)CC3=O)c1 (centres undefined)
  -1.6%, 8%, -2%, 1.1, 0.4%, 4%, 0.68, 732, 11%, -0.6%
> CCOC(=O)c1csc(NC(=O)c2cc(=O)c3ccccc3o2)n1
  -0.9%, 8%, -8%, 1.1, 2.0%, -7%, -0.3, 1531, -10%, 0.8%
> COc1cc(C(=O)O)nc2ccc([N+](=O)[O-])cc12
  x, 6%, 1%, 1, 2.0%, 4%, -0.45, 1280, -1%, 0.3%
> CC(=O)Nc1ccc(S(=O)(=O)N2CCN(C(C)CCc3ccccc3)CC2)cc1 (centres undefined)
  -3.0%, 5%, 5%, 1.1, 2.1%, -6%, -1.1, 1044, 12%, -0.7%

Five structures already listed, sorted by molecular weight, rising:
The line under a structure holds: CSM14.1 death rescue, SV40 large T antigen, Salmonella PhoP GFP, TNAP activation fold, RSV CPE inhibition, human PMI inhibitors, Insulin prom up, Insulin prom up cell count, human PMI inhibition, West Nile virus CPE
> O=C(CCc1nnc(CCC2CCCCC2)o1)NCCn1cccn1
  0.1%, 0%, -2%, 1.1, -1.2%, 6%, -0.12, 1471, 11%, 0.1%
> Cc1ccc2c(c1)-c1c(ssc1=S)C(C)(C)N2C(=O)c1ccco1
  0.1%, 4%, 6%, 1, -0.1%, 16%, -0.88, 651, 48%, 0.6%
> COC(=O)c1ccccc1NC(=O)C1CCCN(S(=O)(=O)c2ccccc2)C1 (centres undefined)
  0.9%, 4%, 4%, 1.1, 0.7%, 16%, -0.13, 1357, 19%, -0.3%
> CCOC(=O)/C(N=Nc1sc(C(=O)OC)c(C)c1C(=O)OCC)=C(\O)CCl
  -4.0%, 4%, -13%, 1.3, 1.8%, -14%, 0.44, 1458, -15%, 0.1%
> CCC(Sc1nc2ccsc2c(=O)n1Cc1ccc(C(=O)O)cc1)C(=O)Nc1ccc(C)c(Cl)c1 (centres undefined)
  x, 6%, -5%, x, u, x, x, x, x, 1.1%
